# Source: PubChem (several laboratories)
# TbHK1 inh – Trypanosoma brucei hexokinase 1 inhibitors, primary screen, biochemical, G6PDH-coupled NADH absorbance, MLSCN library. hexokinase 1 [Trypanosoma brucei]. recombinant TbHK1, G6PDH-coupled NADH A340. inhibition, % at 10 µM. 220,000 compounds, 0.11% hits. AID 1430, 2008;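 active = inhibition of 50% or more in the single-dose primary screen; inactive = inhibition below 50%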
# NCF1 inh – p47phox/p22phox peptide binding inhibitors, primary screen, biochemical, uHTS, NADPH oxidase regulatory subunit | fluorescence polarization, 2 h | inhibition, % at 24.7 µM | 220,000 compounds, 0.53% hits | AID 1274, 2008;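 active = inhibition above about 30%, limit read from the data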;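 note: 0% = p47phox with labelled peptide and 100% = labelled peptide alone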
# Furin inh – human furin inhibitors, primary screen, biochemical, fluorescence intensity; purified furin, fluorogenic substrate cleavage; inhibition, % at 30 µM; 220,000 compounds, 0.061% hits; in the data active = inhibition above about 25%; note: inactives centre near -15
# RBBP9 inh – human RBBP9 inhibitors, primary screen, biochemical, fluorescence polarization, FP-Rh probe, HTS; Serine hydrolase RBBP9 (Homo sapiens), O75884; recombinant RBBP9; inhibition, % at 7.94 µM; 220,000 compounds, 0.2% hits; AID 1515, 2009;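 active = inhibition above the campaign mean of all tested compounds plus 3 SD, cut at about 14% in these data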;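 note: plate controls were DMSO wells with RBBP9 for no effect and wells lacking RBBP9 protein for full effect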
#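 System: RBBP9 protein / Quantity: 2.5 µM RBBP9 dispensing solution, before mixing / Also added: Serine-hydrolase probe FP-Rh, 375 nM pre-mixing / Dosing: 7.94 µM single dose, 0.794% DMSO / Timing: enzyme-compound preincubation 30 min, then probe labeling 45 min, 25 °C / Signal: FP readout at 525/598 nm / Controls: DMSO-treated enzyme wells and wells lacking RBBP9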
# Runt-CBFb FRET – inhibitors of RUNX1 Runt–CBFb binding, primary screen, biochemical, FRET, Cerulean-Runt, Venus-CBFb, uHTS. Cerulean-Runt/Venus-CBFb FRET ratio 530/480, 1 h. inhibition, % at 20 µM. 220,000 compounds, 0.46% hits. AID 1496, 2009;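 active = inhibition over about 50% at 20 µM in the single-dose screen, limit read from the data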;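 note: 0% = DMSO wells and 100% = excess unlabeled CBFb competitor control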
#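 Schedule: protein complex preformed 1 h, compound exposure 1 h, room temperature, dark; test system: Cerulean-labeled Runt domain protein; amount: 100 nM per protein; buffer or medium: Tris 50 mM pH 7.5, KCl, K2SO4, 0.01% BSA; read-out: loss of energy transfer signal; detection: FRET fluorescence; controls: 5 µM unlabeled CBFb as full-inhibition high control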
# p97 inhibitor – inhibitors of human p97 ATPase, primary screen, biochemical. Transitional endoplasmic reticulum ATPase (Homo sapiens), P55072. recombinant p97 ATPase, Kinase-Glo ATP luminescence, 3 h. inhibition, % at 8 µM. 220,000 compounds, 0.42% hits; in the data active = inhibition above about 15%;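 note: 0% = DMSO vehicle and 100% = wells lacking enzyme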
# Runt-SMMHC FRET – inhibitors of RUNX1 Runt–CBFb-SMMHC binding, primary screen, biochemical, FRET, Cerulean-Runt, Venus-CBFb-SMMHC, uHTS; Runt-related transcription factor 1 (Homo sapiens) + Core-binding factor subunit beta …; Cerulean-Runt/Venus-CBFb-SMMHC FRET ratio 530/480, 1 h; 220,000 compounds, 0.74% hits; AID 1434, 2008; inhibition, % at 20 µM;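 active = mean inhibition across duplicate retests at 20 µM reaching about 50%, limit read from the data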;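 note: 0% = DMSO wells and 100% = wells with excess untagged CBFb-SMMHC; inhibitors lower the FRET ratio by blocking Runt binding to CBFb-SMMHC; some results filed as inactive read as strong as hits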
# EBV gp42 block – Epstein-Barr virus gp42 inhibitors, primary screen, biochemical, uHTS, fluorescence polarization; inhibition, % (tested at 21.74 µM); Glycoprotein 42 (Epstein-Barr virus (strain AG876)), Q1HVG2; Fluorescence polarization binding assay, mP read-out; AID 1085, 2008; 220,000 compounds, 0.42% hits; in the data active = inhibition above about 50%
# Calpain2 inh – inhibitors of pig calpain II, primary screen, biochemical, fluorogenic peptide substrate, 1536-well | purified calpain II, 30 min | inhibition, % at 16 µM | 220,000 compounds, 0.37% hits;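 active = inhibition above about 50%, limit read from the data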
# * = called active by the depositor; i = inactive; / = no result given; [ ] = another dose, or the depositor's remark.
SMILES,TbHK1 inh,NCF1 inh,Furin inh,RBBP9 inh,Runt-CBFb FRET,p97 inhibitor,Runt-SMMHC FRET,EBV gp42 block,Calpain2 inh
COc1ccccc1CNC(=O)C1=C(C)C(=O)OC12CCC(C)CC2 (stereo not drawn),2,-8,-23,-5,-2,-1,-4,-1,-3
O=C(CSc1nnc(-c2ccccc2)o1)N1CCc2ccccc2C1,10,-17,6[20 µM],-6,-1,-10,-1,3,10
CNc1nc(-c2ccccc2)nc(-c2ccc(OC)cc2)c1C#N,-13,1,-9,-5,1,3,1,6,-34
COc1ccc(OC)c(NC(=O)CN(C)S(=O)(=O)c2ccc3nc(C)sc3c2)c1,4,-6,-14,3,-1,-3,3,5,2
c1csc(-c2nnc(COc3ncnc4sccc34)o2)c1,7,-10,-20,2,2,4,-1,-9,4
COc1ccc(Nc2ccnc(Nc3ccc(OC)cc3)n2)cc1,1,-8,-25,0,-3,6,2,-3,5
CCOC(=O)c1[nH]c2ccccc2c1NC(=O)C(C)(C)C,-13,2,-16,0,2,3,2,10,-9
C=CCOc1nc2c(c(=O)n(C)c(=O)n2C)n1Cc1ccccc1,-6,-5,-20,3,0,0,2,-19,-4
Cc1cc([N+](=O)[O-])ccc1NC(=O)Nc1ccc(F)cc1F,-12,-5,-20,-9,0,0,-2,1,-2
CSc1nc2ccc3nc(NC(=O)c4ccc(C)cc4)sc3c2s1,-32,-18,-28,-2,0,9,-6,-26,-90
Cc1ccc(-c2nnc(SCc3ccccc3F)o2)cc1,0,-17,-21[20 µM],3,-1,-3,-3,-23,0
O=C(c1ccc([N+](=O)[O-])cc1)N1CCC(n2nnc3cc(F)ccc32)CC1,-8,9,-23,4,/,2,/,-1,-30
NNC(=O)c1ccc(Cl)cc1Cl,2,1,-11,-9,-1,-3,-1,4,14
Cc1nnc(SCC(=O)Nc2ncc(Cl)cc2Cl)n1Cc1ccccc1,-11,-4,-14[20 µM],0,3,-1,-3,-1,30
O=C(/C=C/c1ccco1)N1CCC(Cc2ccccc2)CC1,8,2,-8,-9,6,-7,2,7,30
Cc1ccc(OCc2nnc(SCC(=O)N3CCc4ccccc43)n2C)cc1,5,/,-7[20 µM],-1,/,-4,/,/,/
CN(C)CCCN(C(=O)c1ccc(S(=O)(=O)N(C)C)cc1)c1nc2ccc(F)cc2s1,8,-7,-15,0,0,-2,2,-4,12
COc1cc(NC(=O)COC(=O)/C=C/c2c(C)nn(C3CCS(=O)(=O)C3)c2Cl)cc(OC)c1OC (stereo not drawn),-5,-5,-16[20 µM],2,1,0,-3,0,-13
Fc1ccc(NC(=S)Nc2cccnc2)c(F)c1F,0,-6,-24,1,0,3,-1,-3,17
CCOC(=O)/C(=C/c1ccc(Cl)cc1)NC(=O)c1ccco1,-4,1,-14,-6,-4,-1,4,4,6
O=S(=O)(NC1=NCCCCC1)c1cccs1,1,10,-10,-7,-1,3,-4,-8,-7
O=C(Nc1c(Cl)cccc1Cl)c1cc(=O)n(Cc2ccccc2)c(=O)[nH]1,-1,1,-23[20 µM],-10,0,2,-1,0,-5
CC(=O)Nc1ccc(S(=O)(=O)CCC#N)cc1,6,-1,-23[20 µM],-5,2,3,1,4,-13
Clc1ccc(-c2ccnc(-n3cccc3)n2)s1,-5,3,-21,-2,13,3,68*,6,9
O=C(N/C(=N\O)c1ccccc1)Nc1ccc(Cl)cc1,1,-3,-21[20 µM],0,1,0,2,-7,-30
Clc1nc2nc3n(c2nc1Cl)CCC3,-30,-16,-7,-14,3,6,-5,-21,-7
COc1cc(C)ccc1OCCOCCOc1cccc2ccc(C)nc12,0,-3,-12,-6,-2,1,-2,-6,-5
CC(C)N(CC#CCC1(O)c2ccccc2-c2ccccc21)CCO,3,-11,-8[20 µM],-11,3,-1,-3,-1,-45
CSc1nc2ccc(S(=O)(=O)Nc3c(C)n(C)n(-c4ccccc4)c3=O)cc2s1,-2,-10,-13[20 µM],-4,0,4,-3,-11,-12
O=C(Oc1cccnc1)c1cc2ccccc2oc1=O,-17,1,-11[20 µM],-9,0,2,-10,-15,-6
NS(=O)(=O)c1ccc(NC(=O)Nc2ccc(C(F)(F)F)cc2)cc1,-3,-25,-12,-44,0,0,0,-1,-3
COc1ccc(NC(=O)c2ccc(COCC(F)(F)F)cc2)cc1OC,7,1,-1,6,-1,2,-3,26,-4
O=C(N/N=C/c1ccc(Cl)s1)c1ccccc1[N+](=O)[O-],-45,-7,-6,-5,0,0,0,-10,-11
Cc1nc(NC(=O)c2ccccc2)sc1-c1csc(Nc2cccc(Cl)c2)n1,-11,-24,-17[20 µM],2,12,-3,7,12,-110
O=C(c1ccco1)c1coc2c1cc(O)c1ccccc12,-4,9,-19,3,10,6,1,-3,5
COc1ccc(OC)c(NC2c3ccccc3C(=O)N2c2cccnc2)c1 (stereo not drawn),-3,-4,-28,-3,15,7,-6,-2,3

# Molecules shown so far containing a CF3 group, in the order listed:
SMILES,TbHK1 inh,NCF1 inh,Furin inh,RBBP9 inh,Runt-CBFb FRET,p97 inhibitor,Runt-SMMHC FRET,EBV gp42 block,Calpain2 inh
NS(=O)(=O)c1ccc(NC(=O)Nc2ccc(C(F)(F)F)cc2)cc1,-3,-25,-12,-44,0,0,0,-1,-3
COc1ccc(NC(=O)c2ccc(COCC(F)(F)F)cc2)cc1OC,7,1,-1,6,-1,2,-3,26,-4

# More structures:
SMILES,TbHK1 inh,NCF1 inh,Furin inh,RBBP9 inh,Runt-CBFb FRET,p97 inhibitor,Runt-SMMHC FRET,EBV gp42 block,Calpain2 inh
O=C(O)c1ccc(NC(CSCc2cccc(F)c2)C(=O)O)c([N+](=O)[O-])c1 (stereo not drawn),-5,-8,-30[20 µM],-1,2,4,-3,-2,-43
COc1ccc(N2CC(C(=O)OCC(=O)NCc3ccccc3)CC2=O)cc1 (stereo not drawn),1,-11,-8[20 µM],1,/,3,0,4,12
O=C(COC(=O)c1ccc(-c2ccc([N+](=O)[O-])cc2)o1)NC(=O)NC12CC3CC(CC(C3)C1)C2,10,-29,-12,4,-1,6,-1,-35,6
O=C(CC(c1ccccc1)c1ccccc1O)NCc1ccco1 (stereo not drawn),-1,-10,-14[20 µM],-2,-1,2,-3,-17,20
CC(=O)c1c(C)[nH]c(C(=O)COC(=O)c2ccc3c(=O)n4c(nc3c2)CCC4)c1C,-1,-2,-20,-5,2,5,2,-12,-160
Cc1sc(NC(=O)c2ccco2)c(CN2CCC(C)CC2)c1C,-3,-7,-18[20 µM],-3,0,0,-4,0,4
Cc1ccc(C2CC2C(=O)NNC(=S)Nc2cccc(Cl)c2)cc1 (stereo not drawn),12,-21,-18[20 µM],-4,5,-2,0,-5,-51
COc1cc(CC(=O)OCC(=O)NC2CCCCC2)cc(OC)c1OC,-1,-5,-9,-9,0,1,-1,-5,-16
CC(=O)c1ccc(NC(=O)C2CC(=O)Nc3nc4ccccc4n32)cc1 (stereo not drawn),-10,-26,-11,-6,-1,6,2,-12,-20
COc1ccc(Cc2noc(CN(C)C3CC(C)(C)NC(C)(C)C3)n2)cc1OC,3,6,-20,5,-3,1,0,-6,-21
CCO/C=C1/C(=O)N(c2ccccc2OC)C(=O)c2ccccc21,11,-2,1,-9,-1,-7,56,-4,i
COCCN(CC(=O)Oc1ccccc1P(=O)(OC)OC)Cc1ccccc1,-2,-13,-30,-9,2,2,-2,-19,-23
COc1ccc(-c2cc(C(F)F)n3ncc(C(=O)Nc4ccc(C(=O)N5CCOCC5)cc4)c3n2)cc1,-17,-7,-12,-8,-2,3,-1,8,-36
CCOC(=O)c1cnc2c(-c3ccccc3)cnn2c1N,-3,-12,3,-3,0,4,4,11,-92
COc1cccc2cc(-c3nc4ccccc4o3)c(=O)oc12,-31,-6,-13,-3,-2,3,-2,-5,-148
Cc1nc(N2C(=O)C(=O)/C(=C(/O)c3ccccc3)C2c2ccco2)sc1C (stereo not drawn),-24,-9,-11,-4,3,0,-49,-12,-3
O=C(Cn1c(=O)sc2ccccc21)NCc1ccccn1,-2,-13,-16,0,1,-1,0,9,-15
CCOc1ccc(CCNS(=O)(=O)c2cnc[nH]2)cc1OCC,4,62*,-8,3,0,6,1,-1,-35
CCOC(=O)NC(=O)C(=CNNc1ncc(C(F)(F)F)cc1Cl)C(=O)NC(=O)OCC,-3,-5,-23,-7,3,-1,-2,1,4
COc1cc(CN2CCNC(=O)C2CC(=O)N(Cc2nccn2C)C(C)C)cc(OC)c1 (stereo not drawn),-14,-5,-16,-4,0,1,-2,-8,-3
CCN(CC)S(=O)(=O)c1ccc(C(=O)NNc2nc(-c3ccccc3)c3cc(Br)ccc3n2)cc1,-2,-8,-15,-8,0,-2,4,12,-61
O=C1CCC(=O)N1CNc1cccnc1,2,-3,-16,-9,0,-1,-4,-23,-10
Cc1c(C=O)n(C)n(-c2ccccc2)c1=O,-3,-13,-30,-7,-2,-2,-1,-3,-42
O=C(OCc1csc(-c2ccccc2)n1)c1ccc(O)cc1,-5,-18,-10,-4,-2,5,1,4,9

# Shown with each value named: part of the list above
COc1cccc2cc(-c3nc4ccccc4o3)c(=O)oc12
  TbHK1 inh: -31
  NCF1 inh: -6
  Furin inh: -13
  RBBP9 inh: -3
  Runt-CBFb FRET: -2
  p97 inhibitor: 3
  Runt-SMMHC FRET: -2
  EBV gp42 block: -5
  Calpain2 inh: -148

Cc1nc(N2C(=O)C(=O)/C(=C(/O)c3ccccc3)C2c2ccco2)sc1C (stereo not drawn)
  TbHK1 inh: -24
  NCF1 inh: -9
  Furin inh: -11
  RBBP9 inh: -4
  Runt-CBFb FRET: 3
  p97 inhibitor: 0
  Runt-SMMHC FRET: -49
  EBV gp42 block: -12
  Calpain2 inh: -3

# Remaining list, next part:
SMILES,TbHK1 inh,NCF1 inh,Furin inh,RBBP9 inh,Runt-CBFb FRET,p97 inhibitor,Runt-SMMHC FRET,EBV gp42 block,Calpain2 inh
CC(C)Oc1ccc(C(CC(=O)O)NC(=O)C(Sc2ccccc2)c2ccccc2)cc1 (stereo not drawn),0,-3,-26,-8,-5,-1,-2,-12,-3
C/C(=N\NC(=O)CSc1nc2ccccc2s1)c1cccnc1,-3,-3,-6,-2,-2,-11,2,-10,21
CC1Cn2c(nnc2-c2cccc(N)c2)S1 (stereo not drawn),-4,-2,-22,-2,1,6,3,-9,-43
Cc1cc(NC2C3CC4CC(C3)CC2C4)n2ncnc2n1 (stereo not drawn),2,-10,-26,-5,-1,5,5,-8,7
COc1ccc(-c2c(C#N)c(SCC(N)=O)nc3c2CCCC3)cc1,3,-12,-25[20 µM],-1,1,-7,-5,-8,-28
N#CCN1C(=O)C2CCCN2c2ccc(S(=O)(=O)N3CCOCC3)cc21 (stereo not drawn),-3,-16,-22,-6,0,4,-8,7,-34
O=C(Nc1ccc2c(c1)OCCO2)C1CCN(c2cnccn2)CC1,-6,-8,4,0,-1,-5,3,-6,-46
CC1CCCN(C(=O)COc2ccc(-c3ccccc3)cc2)C1 (stereo not drawn),-4,-5,-17,3,-2,-2,-3,-17,22
